# High-throughput results as filed in PubChem BioAssay.
# RBX1-CUL1 inh: blocks human RBX1-Cullin-1 di-ubiquitin formation | AID 1347404 | inhibition, % at 10 µM | P62877+Q13616 | 140,000 compounds, 0.6% hits | in vitro K48 di-Ub FRET, acceptor:donor ratio, 45 min; in the data active = inhibition above about 25%
# Target sequence (P62877 whole entry, looked up): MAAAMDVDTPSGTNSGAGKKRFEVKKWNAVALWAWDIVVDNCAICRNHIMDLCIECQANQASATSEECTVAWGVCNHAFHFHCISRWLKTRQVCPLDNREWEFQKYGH
# Target sequence (Q13616 whole entry, looked up): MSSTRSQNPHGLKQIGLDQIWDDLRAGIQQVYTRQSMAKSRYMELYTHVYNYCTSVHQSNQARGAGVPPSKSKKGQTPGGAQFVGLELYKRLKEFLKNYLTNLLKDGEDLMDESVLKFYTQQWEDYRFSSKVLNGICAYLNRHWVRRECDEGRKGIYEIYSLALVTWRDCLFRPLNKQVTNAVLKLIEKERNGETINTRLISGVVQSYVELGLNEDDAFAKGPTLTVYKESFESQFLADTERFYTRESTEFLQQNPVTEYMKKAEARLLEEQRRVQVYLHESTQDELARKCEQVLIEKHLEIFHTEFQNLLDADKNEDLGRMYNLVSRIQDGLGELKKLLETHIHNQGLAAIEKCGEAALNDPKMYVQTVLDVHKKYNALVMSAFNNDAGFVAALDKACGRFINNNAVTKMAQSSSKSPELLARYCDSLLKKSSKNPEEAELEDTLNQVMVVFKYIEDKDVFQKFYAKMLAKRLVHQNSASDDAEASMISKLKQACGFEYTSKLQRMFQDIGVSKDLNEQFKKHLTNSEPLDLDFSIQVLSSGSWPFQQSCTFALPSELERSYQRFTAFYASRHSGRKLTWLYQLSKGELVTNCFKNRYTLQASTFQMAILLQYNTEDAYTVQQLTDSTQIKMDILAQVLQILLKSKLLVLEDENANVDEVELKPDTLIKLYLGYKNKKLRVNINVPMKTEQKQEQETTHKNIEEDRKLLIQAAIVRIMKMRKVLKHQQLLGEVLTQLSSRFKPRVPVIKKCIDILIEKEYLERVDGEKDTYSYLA
# * hit, by the source's call; & = joins results of further samples. An excerpt (hit frequency here may not be typical).
RBX1-CUL1 inh | Compound
-2 | COCCN1C(=O)CC(CC(=O)N2CCN(C3CCCCC3)C(=O)C2)(c2cccc(OC)c2)C1=O (configuration not stated)
6 | CCOc1cc(/C=C2\SC(=Nc3cccc(C(F)(F)F)c3)NC2=O)ccc1O
16 | Cc1nc(Nc2ccc(F)cc2)nc2c1C(=O)CC(c1ccco1)C2 (configuration not stated)
85* | Cc1ccc(N2NC(=O)/C(=C/c3ccc(-c4ccc(S(=O)(=O)Nc5nccs5)cc4)o3)C2=O)cc1C
-1 | CCOC(=O)c1ccc(NC(=O)c2c(NCc3cc(OC)ccc3OC)sc3c2CCC3)cc1
6 | N#CC1(CCCBr)c2ccccc2CSc2ccccc21 (configuration not stated)
9 | COc1ccc(C(=O)Nc2nnc(SCC(=O)Nc3ccccc3Cl)s2)cc1
-1 | O=C(CSc1nnc(-c2cccs2)o1)Oc1ccc(Cl)cc1
-1 | CCOc1ccccc1CNC(=O)c1ccc(N2Cc3ccccc3Oc3ncccc32)s1
-1 | CCOc1ccc(NC(=O)Cn2c(=O)n(-c3cccc(OC)c3)c(=O)c3c4c(sc32)CCCC4)cc1
1 | O=C(CCn1cc(Br)cn1)Nc1ccn(Cc2ccccc2)n1
3 | CC(C#CCN1CCCCC1)OCCOCc1ccccc1 (configuration not stated)
0 | C=CCN1C(=O)N=C(Cc2ccc(OCc3ccc(F)cc3)c(OCC)c2)C1=O
-3 | O=C(N/N=C/c1ccc(Br)cc1)C1CC1c1ccccc1 (configuration not stated)
3 | CCN(Cc1ccccc1)S(=O)(=O)c1ccc2c(c1)CCCN2C(C)=O
-5 | O=C(O)c1ccccc1Sc1ccc(Cl)c2ccccc12
6 | Cc1ccc(NC(=O)COc2ccccc2C(C)C)cc1
-12 | C=CCn1c(SCC(=O)c2ccc(Cl)cc2)nnc1-c1ccc2c(c1)OCO2
6 | O=C(c1cc(-c2ccc(Cl)c(Cl)c2)nc2ccccc12)N1N=C(C(F)F)CC1(O)C(F)F (configuration not stated)
2 | CCOc1cc(C=C2C(=O)N(c3ccccc3C)C(=O)N(c3ccccc3C)C2=O)cc(Br)c1O
-2 | Cc1ccc(NS(=O)(=O)Cc2ccc(Cl)cc2)c(C)c1
-1 | CCOC(=O)c1[nH]c(C)c(CCC(=O)NCc2ccc(OCC)cc2)c1C
10 | O=C(NC1CCCC1)c1ccc(N2CCC(NCc3cccc(C(F)(F)F)c3)CC2)cc1
5 | CC#CCN1C(=O)NC(CCc2ccccc2)(C2CCN(Cc3ccccc3C)CC2)C1=O (configuration not stated)
8 | O=C(NCC1CCCO1)c1ccccc1Br (configuration not stated)
-1 | Cc1ccc(N=C2C(=Nc3ccc(C)cc3)N(c3ccc(C)cc3)C(=S)N2C(=O)c2ccc(Cl)cc2)cc1
0 | Nc1cc(-c2nc3ncccc3o2)ccc1Cl
2 | Cc1c([N+](=O)[O-])cc(C(=O)Nc2cccc(NC(=O)c3cccc(Cl)c3)c2)cc1[N+](=O)[O-]
1 | O=C(Nc1c(F)c(F)c(F)c(F)c1F)C1c2ccccc2Oc2ccccc21
-2 | COC(=O)C(NNc1ccccc1C)(NC(=O)c1ccc(OC)cc1)C(F)(F)F (configuration not stated)
11 | CC1CC(=O)c2cnc(NCCc3ccccc3)nc2C1 (configuration not stated)
-11 | Cc1ccc(S(=O)(=O)Oc2ccc(C(=O)COC(=O)c3ccc(Br)cc3)cc2)cc1
-6 | Cc1ccc(NC(=O)CCC(=O)NNS(=O)(=O)c2ccc(Cl)cc2)cc1C
4 | C=CCn1c(CCCN2C(=O)c3cccc4cccc(c34)C2=O)nnc1SCC(=O)Nc1ccc(S(N)(=O)=O)cc1
2 | COCCN(CC1CCN(Cc2ccccc2OC)CC1)C(=O)c1ccco1
8 | COC(=O)c1c(-c2cccs2)csc1NC(=O)CSc1nnc2cc(C)c3ccccc3n12
-2 | O=C(NCC1CCCN(C(=O)CN2CCCC2=O)C1)c1cccc2ccccc12 (configuration not stated)
4 | CSc1nc(SC)c2cnc(N3CCN(c4ccccc4)CC3)nc2n1
7 | Cc1cc(C)n(/N=C/c2ccco2)c(=O)c1C#N
8 | CCn1c(COc2cccc(C)c2)nnc1SCC(=O)Nc1ccccc1Cl
1 | O=S1(=O)c2ccccc2N(Cc2cccc(Cl)c2)c2ccccc21
2 | CC(C)OC(=O)NC(Nc1cccnc1)(C(F)(F)F)C(F)(F)F
2 | Cc1ccc(OC(=S)Nc2ccc(Cl)cc2Cl)cc1
4 | Cc1ccn2c(=O)cc(COc3ccc(NC(=O)COc4ccc(C)c(C)c4)cc3)nc2c1
-6 | CCOC(=O)c1cc(-c2ccc(C)cc2)n(CC(=O)Nc2cc(C)ccc2C)c1C
4 | COc1ccc(N2CCN(C(=O)C3CCN(Cc4nc(-c5ccc(Cl)cc5)oc4C)CC3)CC2)cc1
-11 | COC(=O)c1ccc(/C=C2\C=C(c3ccc(C(C)C)cc3)OC2=O)cc1
1 | O=C(Cn1c(=O)n(-c2ccccc2Cl)c(=O)c2sc3ccccc3c21)N1CCCC1
0 | CN(C)c1cnn(CC(=O)Nc2c(-c3ccccc3)cnn2C)c(=O)c1
-6 | Cc1nnc(-c2ccccc2)c2c(-c3ccccc3)n(-c3ccccc3)nc12

# More structures:
RBX1-CUL1 inh | Compound
2 | O=C(/C=C/N1CCN(c2cccc(C(F)(F)F)c2)CC1)c1ccc(F)cc1
-5 | COc1cc(CNC23CC4CC(C)(CC(C)(C4)C2)C3)cc(Br)c1OCC(N)=O
2 | CCCCCSc1nnc2c(n1)OC(c1ccc(C)s1)N(C(C)=O)c1ccccc1-2 (configuration not stated)
2 | O=C(O)CC/C(=C1/CC(c2ccc(Cl)cc2)=NC1=O)c1ccc(Cl)cc1
-3 | CC(=O)Nc1cccc(Oc2ncnc3scc(-c4ccc(F)cc4)c23)c1
16 | Cc1c(Cl)cccc1NC(=O)N1CCOc2ccccc21
-10 | COc1ccc(OC)c(NC(=O)CCc2c(C)nc3c(c(C)nn3C(C)(C)C)c2C)c1
8 | COc1ccccc1CNC(=O)C(=O)NCC(c1ccco1)S(=O)(=O)c1cccs1 (configuration not stated)
-3 | N#Cc1c2c(nc(N)c1-c1ccc(OCc3ccccc3)cc1)CCCC2
-4 | Cc1cccc(CNC(=O)c2coc(COc3ccccc3)n2)c1
4 | CCCCOc1ccc(C(=O)Nc2ccc(-c3nc4ccccc4s3)cc2)cc1
-2 | CN(Cc1ccon1)C(=O)Cn1ncc(N2CCCC2)cc1=O
4 | Cc1cccc(N(C)C(=O)CCNS(=O)(=O)c2ccc3c(c2)CCN3C(=O)C2CC2)c1
-7 | Cc1cccc(CCNC(=O)c2ccc(CSCc3cccc(Cl)c3)o2)c1
-2&3 | CCn1c(-c2ccccc2)cc(C(=O)O)c1C
-2 | COc1cccc(NS(=O)(=O)c2ccc3c(c2)C(=O)C(C(=O)NC2CCCCC2)C=N3)c1 (configuration not stated)
13 | CCC(=O)Oc1ccc(C(=O)Nc2ccc(C(=O)O)cc2C)cc1
-9 | CCCCSc1nnc2c(n1)OC(c1cc(Cl)c(OCc3ccccc3)c(OC)c1)N(C(C)=O)c1ccccc1-2 (configuration not stated)
3 | CCC(C(=O)O)n1ccc2cc(S(=O)(=O)N3CCCCC3)ccc21 (configuration not stated)
2 | CC(C)(C)C1CCc2c(sc(NC(=O)c3ccncc3)c2C(=O)Nc2ccccc2Cl)C1 (configuration not stated)
4 | O=C(Nc1ccc(N2CCOCC2)cc1)c1ccc(S(=O)(=O)N2CCOCC2)cc1
7 | O=C(Nc1ccc2nc(SCc3ccc(Br)cc3)sc2c1)c1ccccc1C(=O)N1CCOCC1
-6 | COc1ccc(OCC(=O)N2N=C(c3ccc(Br)cc3)CC2(O)C(F)(F)F)cc1 (configuration not stated)
1 | O=C(Nc1cccc(-c2nc3ccccc3s2)c1)c1cccc(C(F)(F)F)c1
2 | Cc1scc(C(=O)N2CCN(S(=O)(=O)c3cccs3)CC2)c1C

# 6 compounds from above, arranged by the number in RBX1-CUL1 inh, low to high.
SMILES	RBX1-CUL1 inh
COc1ccc(OC)c(NC(=O)CCc2c(C)nc3c(c(C)nn3C(C)(C)C)c2C)c1	-10
N#Cc1c2c(nc(N)c1-c1ccc(OCc3ccccc3)cc1)CCCC2	-3
CC(C)(C)C1CCc2c(sc(NC(=O)c3ccncc3)c2C(=O)Nc2ccccc2Cl)C1 (configuration not stated)	2
CCC(C(=O)O)n1ccc2cc(S(=O)(=O)N3CCCCC3)ccc21 (configuration not stated)	3
Cc1cccc(N(C)C(=O)CCNS(=O)(=O)c2ccc3c(c2)CCN3C(=O)C2CC2)c1	4
Cc1c(Cl)cccc1NC(=O)N1CCOc2ccccc21	16

# Next section:
RBX1-CUL1 inh | Compound
8 | COc1ccc(N2C(=O)CSC2c2ccccc2F)cc1 (configuration not stated)
-1 | CC(=O)NC1C(=O)N(Cc2ccc(Cl)cc2Cl)c2ccccc21 (configuration not stated)
-6 | COc1ccccc1CNC(=O)C(=O)NCC(c1ccco1)S(=O)(=O)c1ccc(C)cc1 (configuration not stated)
2 | COc1cccc(Nc2sc(C(=O)c3ccc4c(c3)OCO4)c(N)c2S(=O)(=O)c2ccccc2)c1
1 | CC(C)Nc1ccc(C(=O)N2CCCN(C3CCCCC3)CC2)cn1
-2 | CC(C)CCCC1CN(C2CCN(Cc3ccccn3)CC2)CCO1 (configuration not stated)
0 | COc1ccc(CCC(=O)N(C)Cc2c(C)nn(C)c2C)cc1
4 | COC(=O)c1ccccc1NC(=O)C(C)c1ccc(CC(C)C)cc1 (configuration not stated)
-1 | O=C(O)c1ccc(NS(=O)(=O)c2ccccc2)cc1O
5 | O=C(N1CCOCC1)N1CCc2[nH]nc(COc3cccc(Cl)c3)c2C1
-3 | Cc1nc(C)c(CC(=O)N(C)CC2CCCN(CCc3ccc(Cl)cc3)C2)s1 (configuration not stated)
-1 | Cc1c(C(=O)N2CCC(C)CC2)c(S(=O)(=O)N(Cc2ccccc2)C(C)(C)C)c(C)n1C
1 | COCCn1c(C)cn2c3c(=O)n(Cc4ccc(C)cc4)c(=O)n(C)c3nc12
4 | O=C(O)c1ccc(CNC(=O)c2ccc3c(c2)C(=O)N(Cc2cccnc2)C3=O)cc1
0 | CCOc1ccc2c(c1)C(c1ccncc1)=NNC(c1ccccc1)=N2
6 | Cc1oc(-c2cccs2)nc1CNC(=O)Cn1ncc(N(C)C)cc1=O
15 | CCc1noc(C)c1C(=O)Nc1sc(C)c(-c2ccccc2)c1C(N)=O
-5 | CCc1nn2c(=O)cc(COC(=O)C(c3ccccc3)c3ccccc3)nc2s1
-5 | CCCCCC1=NN2C(=N)/C(=C\c3cc(C)n(-c4ccc(OC)c(Cl)c4)c3C)C(=O)N=C2S1
-10 | C=Cc1ccc(C(=O)NC2CCCc3nc(N(C)C)ncc32)cc1 (configuration not stated)
2 | CCOc1ccccc1CN1CCC(CCC(=O)Nc2ccc(OC)cc2OC)CC1
3 | CCc1c[nH]n2c(=O)cc(-c3cccc4nccnc34)nc12
10 | CCOc1ccc(NC(=O)Cn2nnc(C(=O)Nc3ccc(OCC)cc3)c2N)cc1
-12 | COc1ccccc1NC(=O)CCCOc1cc(=O)n(C)c2ccccc12
-9 | CCN1CCN(C(=O)c2ccc(N3CCC(NCc4ccc(F)c(F)c4)CC3)cc2)CC1

# RBX1-CUL1 inh: hit marks shown above
RBX1-CUL1 inh | Compound
85* | Cc1ccc(N2NC(=O)/C(=C/c3ccc(-c4ccc(S(=O)(=O)Nc5nccs5)cc4)o3)C2=O)cc1C

# Next section:
RBX1-CUL1 inh | Compound
6 | CN(C)c1ccc(C(CNC(=O)c2ccc(C(C)(C)C)cc2)N2CCOCC2)cc1 (configuration not stated)
1 | CCOc1ccc(N(C)S(=O)(=O)c2ccc3c(c2)C(C)(C)C(=O)N3C)cc1
3 | O=c1c(SCc2ccccc2)c(N2CCOCC2)cnn1Cc1ccccc1
-6 | O=C(CCC1CCCN(C(=O)c2cnsn2)C1)NCc1ccc(F)c(F)c1 (configuration not stated)
6 | CCCCN1CCN([C@@H]2c3ccccc3C3(CCNCC3)[C@H]2O)CC1=O
1 | CC(C)c1ccc2c(c1)-c1ccccc1S(=O)(=O)N2CC(=O)N1CCCCC1
6 | CC1CCN(Cc2c(O)c(Cl)cc3c4c(c(=O)oc23)CCCC4)CC1
-1 | CCOC(=O)c1sc(NC(=S)NC(=O)C(C)(C)C)c(C(=O)OCC)c1C
5 | c1ccc(C2=Nc3ccccc3Sc3sccc32)cc1
3 | COC(=O)c1ccc(N=C2S/C(=C\c3cc(Cl)c(O)c(Cl)c3)C(=O)N2C)cc1
-5 | O=[N+]([O-])c1ccc(C(Br)(c2ccccc2)c2ccccc2)cc1
5 | CN1C(=S)N(CCCN2CCOCC2)C(=O)/C1=C\c1ccc(/C=C2\C(=O)N(CCCN3CCOCC3)C(=S)N2C)cc1
9 | CCOc1ccc2nc(CN3CCC(C4CCN(C)C4)CC3)ccc2c1 (configuration not stated)
-5 | COc1ccc(Cn2c(CCC(=O)Nc3ccc(C)cc3C)nc3cccnc32)cc1
2 | CN(C)/C=C/c1oc2ccc(O)cc2c1[N+](=O)[O-]
-1 | O=CN1CCCN(Cc2cccc(OCC(O)CN3CCc4ccccc4C3)c2)CC1 (configuration not stated)
8 | Cc1ccc(C(=O)CSc2nnc3c(n2)[nH]c2ccccc23)cc1
-12 | COc1cc(NC(=O)Cn2c(=O)n(Cc3ccccc3)c(=O)c3oc4ccccc4c32)cc(OC)c1
-1 | Cn1c(=O)c2c(ncn2CC(=O)Nc2ccc(Cl)c([N+](=O)[O-])c2)n(C)c1=O

# Arranged by number of heavy atoms (descending): four of the compounds above.
RBX1-CUL1 inh | Compound
3 | COC(=O)c1ccc(N=C2S/C(=C\c3cc(Cl)c(O)c(Cl)c3)C(=O)N2C)cc1
-1 | Cn1c(=O)c2c(ncn2CC(=O)Nc2ccc(Cl)c([N+](=O)[O-])c2)n(C)c1=O
-5 | O=[N+]([O-])c1ccc(C(Br)(c2ccccc2)c2ccccc2)cc1
5 | c1ccc(C2=Nc3ccccc3Sc3sccc32)cc1

# A different layout for 2 compounds above:
CCOc1ccc(N(C)S(=O)(=O)c2ccc3c(c2)C(C)(C)C(=O)N3C)cc1
  RBX1-CUL1 inh = 1

c1ccc(C2=Nc3ccccc3Sc3sccc32)cc1
  RBX1-CUL1 inh = 5
